# Screening data from PubChem BioAssay.
# POLB inh: qHTS Assay for Inhibitors of DNA Polymerase Beta | AID 485314, 2010 | Pol beta primer extension/strand displacement, fluorescence kinetic | actives 1.3% (n = 340,000) | Potency, µM (highest dose often 114 µM), inactives show at the top dose activity change, negative = inhibition, hits mostly inhibitors; further: potency means the concentration at half of the fitted maximal effect; on the % scale 0 is the no-effect control and ±100 the full control effect
#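 Pol beta (10 nM) and compounds were preincubated 15 min at room temperature, then 50 nM substrate (final) started primer extension/strand displacement. Reads were taken at 0 and 10 min; concentration-response data were fitted to a four-parameter Hill equation.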
# ERG Ets-DNA blk: qHTS for Small Molecule Inhibitors of the ERG Ets/DNA interaction; actives 0.028% (n = 370,000); Transcriptional regulator ERG (Homo sapiens), P11308; Potency, µM (highest dose often 76.9 µM), for the others: at the highest dose FP activity, negative = inhibition, actives largely listed as inhibitors; fluorescence polarization, His-ERG Ets domain / labelled DNA; active means well fitted inhibition curve with a large enough effect in the polarisation, with a control signal flat; inconclusive means small, poorly fitted or top-dose-only effect, or effect the other way, or a change in a side signal; inactive means no such curve, though single readings can be large or run the other way; the % refers to the polarisation;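 further: polarization taken with two DNA probes labelled with fluorescein and Texas red; potency means the concentration at half of the fitted maximal effect; % of control where 0% means no effect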
#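 His-tagged ERG Ets domain (1 uM in the protein solution; 300mM KCl, 50mM Tris-HCl, 1mM EDTA, 1mM DTT, pH 7.5) received compound, then a probe mix of 5 nM fluorescein-DNA and 100nM Texas-615-DNA. Fluorescence polarization was read for both dyes.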
# Apoferritin bind: qHTS Assay for Identification of Novel General Anesthetics; Potency, µM (highest dose often 77.5 µM), inactives show at the highest dose activity change, negative = displacement, usual class: inhibitors; Ferritin light chain (Equus caballus), P02791; AID 485281, 2010; actives 0.074% (n = 350,000); apoferritin/1-aminoanthracene competitive binding, fluorescence; further: potency means the concentration at half of the fitted maximal effect; on the % scale 0 is the no-effect control and ±100 the full control effect; nearly all actives have a fitted effect of over 20% in size
#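 Horse-spleen apoferritin (10 uM) was mixed with 50% saturated 1-aminoanthracene in PBS, exposed to compounds for 10 min at room temperature, and read for fluorescence (ex 380 nm, em 535 nm). Competitive displacement was fitted with a four-parameter Hill equation.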
# LDHA block: qHTS assay for inhibitors of human lactate dehydrogenase | L-lactate dehydrogenase A chain (Homo sapiens), P00338 | purified LDHA, NADH/diaphorase-resazurin fluorescence; active compounds read low | activity change, % (values are at about 110 or 230 µM) | actives 0.15% (n = 480,000) | AID 1347041, 2019; in the data active means activity change below about -30%; inconclusive means mostly about -25% to -30%;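 further: plate controls were DMSO wells for no effect and wells without enzyme for full effect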
#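 Resorufin fluorescence (ex540/em590), read at 0 and 20 min after diaphorase/resazurin addition, reports the NADH left after a 5 min room-temperature reaction of 2 nM human LDH5 with 0.06 mM NADH and 0.2 mM pyruvate.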
# Pol kappa inh: qHTS for Inhibitors of Polymerase Kappa | DNA polymerase kappa (Homo sapiens), Q9UBT6 | purified Pol kappa, fluorescent DNA synthesis assay, 10 min | Potency, µM (top dose mostly 107 µM), without a hit: top-dose activity, negative = inhibition, most hits filed as inhibitors | actives 0.53% (n = 400,000) | AID 588579, 2011; further: potency means the concentration at half of the fitted maximal effect; on the % scale 0 is the no-effect control and ±100 the full control effect
#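 Kinetic fluorescence readout at 0 and 10 min followed reaction start with substrate at 50 nM final. Beforehand, enzyme (10 nM Pol kappa) stood 15 min with compound at room temperature; buffer-only wells were negative controls.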
# Pol eta inh: qHTS for Inhibitors of Polymerase Eta; DNA polymerase eta (Homo sapiens), Q9Y253; Potency, µM (titrated, usually from 114 µM), for inactives: at the top dose activity change, negative = inhibition, usual class: inhibitors; recombinant Pol eta, fluorescent DNA replication assay; actives 1.2% (n = 390,000); further: potency means the concentration at half of the fitted maximal effect; on the % scale 0 is the no-effect control and ±100 the full control effect
# Target sequence (Q9Y253 whole entry, looked up): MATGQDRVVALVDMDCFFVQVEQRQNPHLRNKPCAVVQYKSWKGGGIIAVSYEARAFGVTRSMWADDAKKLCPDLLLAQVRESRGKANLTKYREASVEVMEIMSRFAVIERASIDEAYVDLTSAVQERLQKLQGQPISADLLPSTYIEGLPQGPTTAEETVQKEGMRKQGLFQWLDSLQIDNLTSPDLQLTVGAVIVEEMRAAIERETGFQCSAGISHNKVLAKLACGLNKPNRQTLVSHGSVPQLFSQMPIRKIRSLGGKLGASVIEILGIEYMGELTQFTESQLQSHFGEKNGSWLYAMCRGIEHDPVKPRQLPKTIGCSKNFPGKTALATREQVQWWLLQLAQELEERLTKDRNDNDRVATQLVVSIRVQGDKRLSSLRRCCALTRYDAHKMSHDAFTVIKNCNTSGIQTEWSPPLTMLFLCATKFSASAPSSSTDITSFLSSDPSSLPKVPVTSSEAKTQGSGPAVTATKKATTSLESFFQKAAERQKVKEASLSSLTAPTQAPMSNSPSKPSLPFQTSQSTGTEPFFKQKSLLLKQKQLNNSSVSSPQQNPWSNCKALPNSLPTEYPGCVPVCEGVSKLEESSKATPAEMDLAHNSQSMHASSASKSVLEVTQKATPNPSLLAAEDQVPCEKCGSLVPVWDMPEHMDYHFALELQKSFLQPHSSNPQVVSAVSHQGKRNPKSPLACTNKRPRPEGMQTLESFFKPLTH
#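 Pol eta at 10 nM preincubated with compounds 15 min at room temperature; reaction started with fluorescent substrate (50 nM final) and read kinetically at 0 and 10 min.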
# 12-LOX inh: Primary qHTS assay for inhibitors of human arachidonate 12S-lipoxygenase (ALOX12): Round 2; Polyunsaturated fatty acid lipoxygenase ALOX12 (Homo sapiens), P18054; purified 12hLO, xylenol orange hydroperoxide absorbance; AID 1671190, 2021; Potency, µM (titrated, usually from 108 µM), for inactives: at the highest dose activity change, negative = inhibition, most hits filed as inhibitors; actives 1.1% (n = 580,000); further: potency means the concentration at half of the fitted maximal effect; on the % scale 0 is the no-effect control and ±100 the full control effect
#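 Hydroperoxide product was detected by ferrous iron/xylenol orange as the 573 to 405 nm absorbance ratio. Arachidonic acid at 40 uM (final) was turned over for 30 min at room temperature by 150 nM human 12hLO, pH 7.0 Hepes buffer, after 15 min compound preincubation.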
# RGS4 inhibitor: Inhibitors of Regulator of G Protein Signaling (RGS) 4: qHTS | actives 0.039% (n = 390,000) | Potency, µM (series often up to 114 µM), for inactives: at the top dose activity change, negative = inhibition, actives largely listed as inhibitors | Transcreener GDP fluorescence polarization, RGS4-accelerated GTP hydrolysis | AID 504845, 2011 | Regulator of G-protein signaling 4 (Homo sapiens), P49798; further: potency means the concentration at half of the fitted maximal effect; on the % scale 0 is the no-effect control and ±100 the full control effect; nearly all actives have a fitted effect of over 75% in size; some results filed as inactive show a strong effect at the top dose
# Target sequence (P49798 whole entry, looked up): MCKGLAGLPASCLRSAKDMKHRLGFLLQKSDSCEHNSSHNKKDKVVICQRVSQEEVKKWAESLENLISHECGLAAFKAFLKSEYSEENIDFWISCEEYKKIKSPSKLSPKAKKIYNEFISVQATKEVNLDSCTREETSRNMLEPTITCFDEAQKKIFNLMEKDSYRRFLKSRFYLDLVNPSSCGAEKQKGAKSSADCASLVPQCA
#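 MLSMR compounds (23 nl, pin-transferred) preincubated 10 min at room temperature with a 500nM (2x) first reagent, then RGS4 at 900nM (2x) plus Transcreener GDP mix added; fluorescence polarization (620/688 nm) read before and after 90 min at 30 °C.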
# APE1 inh: qHTS Assay for Inhibitors of the Human Apurinic/apyrimidinic Endonuclease 1 (APE1) | actives 0.35% (n = 350,000) | recombinant APE1, TAMRA/BHQ-2 abasic DNA cleavage fluorescence | Potency, µM (highest dose often 65.8 µM), inactives show at the top dose activity change, negative = inhibition, most hits filed as inhibitors | AID 2517, 2012 | DNA repair nuclease/redox regulator APEX1 (Homo sapiens), P27695;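 further: potency means the concentration at half of the fitted maximal effect; plate controls were vehicle for no effect and reference inhibitor for full effect; nearly all actives have a fitted effect of over 55% in size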
#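 0.75 nM APE1 + cpd, 15 min RT; start w/ 50 nM TAMRA/BHQ-2 THF-abasic dsDNA; kinetic fluor 525/598 nm ×3 reads @60 s; Δ(read3−read1); normalized to DMSO and NSC13755 control wells.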
# * marks the source's active call; other numbers are inactive results; i = inactive; ? = inconclusive; . = not tested or not shown; & = joins results of further samples; [ ] = another dose, or the depositor's remark. Unless noted, the call rests on the fitted dose curve; in most records, active means well fitted curve in the direction sought with a large enough effect; inconclusive means small, poorly fitted or top-dose-only effect, or another doubt; inactive means no such curve, though single readings can be large; an effect the other way counts as inactive or inconclusive. Some of the compounds tested; count on the stated rates, not on these rows.
SMILES,POLB inh,ERG Ets-DNA blk,Apoferritin bind,LDHA block,Pol kappa inh,Pol eta inh,12-LOX inh,RGS4 inhibitor,APE1 inh
CC1CC(=O)N(CC(=O)Nc2ccc(F)cc2)c2ccccc2S1(=O)=O (centres undefined),?,-3%,-3%,2,-4%,-15%,0%,8%,3%
Cc1nc(SCC(=O)O)n[nH]1,?,6%,4%,-9,-3%,-22%,-7%,-10%,-2%
Cc1cc(Nc2cccc(C(F)(F)F)c2)n2nc(C)nc2n1,-26%,3%,-6%,-3,-3%,-19%,-6%,-25%,5%
CCc1ccc(Nc2oc(C)cc(=O)c2C(C)=O)cc1,16%,6%,-9%,3,-3%,-13%,0%,-3%,14%
Cc1c(Br)cc(C(=O)NCc2ccco2)c(C)c1C,22µM*,0%,-24%,-3,-27%,?,0%,-34%,-9%
C=CCNC(=S)/C(=C(/[O-])c1ccc([N+](=O)[O-])cc1)[n+]1ccccc1,6%,0%,-13%,-4,-5%,0%,-24%,-27%,4%
CCc1ccc(OCC(O)CN2CCC(CN3C(=O)c4cccc5cccc(c45)C3=O)CC2)cc1 (centres undefined),19%,4%,-4%,-5,-12%,-14%,-1%,-20%,3%
COc1ccccc1N1CCN(C(=O)C(CCSC)NS(=O)(=O)c2ccc3c(c2)oc(=O)n3C)CC1 (centres undefined),10%,6%,-4%,-2,-10%[60.1 µM],-12%,-18%,7%,.
O=C(NCCCN1CCOCC1)c1cc2c(s1)CCCC2,-7%,-18%,-2%,17,2%,-6%,?,2%,-2%
O=S(=O)(c1ccc(SCc2ccccc2)nc1)N1CCCCC1,.,5%,.,-11,-2%,-17%,4%,13%,-15%
COc1ccc(NC(=O)C/C(C)=N/NC(=O)c2cnccn2)cc1,-14%,5%,-5%,1,11%,-18%,1%,1%,-6%
COc1ccc(NC(=O)CCc2ccc(OC)c(OC)c2)cn1,84%,8%,-6%,13&19,-6%,0%,11%&-2%,13%,5%
CCOC(=O)c1ccc(N2CCN(c3cc(C)ccc3C)CC2)c(N)c1,1%,-6%,-18%,10,-3%,-29%,-7%,0%,23%
Cc1nc2c(cc1C(=O)N/N=C/c1ccc(O)c(O)c1)c(=O)n(C)c(=O)n2C,45µM*,3%,1%,8,-26%,?,34%,-25%,0%
O=C(c1cc(-c2ccc(F)cc2)on1)N1CCOCC1,31%,-2%,0%,-8,-10%,-2%,1%,27%,14%
Cc1oc(-c2ccc(C(F)(F)F)cc2)nc1CN(Cc1ccccn1)C[C@@H]1CCC(=O)N1,18%,0%,-22%,1,-9%,-8%,-1%,-4%,1%
Cc1ccc2c(CN3CCN(c4ccc(Cl)cc4)CC3)cc(=O)oc2c1,1%,-6%,9%,2,-3%,7%,?,-12%,.
CSc1ncccc1C(=O)Nc1ccc(F)c(F)c1F,2%,0%,-8%,-4,-4%,-7%,-20%,-41%,-8%
CC(=O)Nc1ccc(S(=O)(=O)N2CCN(C(=O)N3CCCCC3)CC2)cc1,5%,5%,-6%,-5,-4%,-9%,2%,-16%,21%
CCC(=O)OCc1c(C(F)(F)F)nn(C)c1Sc1ccc(F)cc1,16%,1%,-15%,5,-12%,-22%,0%,?,-4%

# Single records, as listed above.
# O=C(NCCCN1CCOCC1)c1cc2c(s1)CCCC2 as listed: POLB inh: -7%; ERG Ets-DNA blk: -18%; Apoferritin bind: -2%; LDHA block: 17; Pol kappa inh: 2%; Pol eta inh: -6%; 12-LOX inh: ?; RGS4 inhibitor: 2%; APE1 inh: -2%
# Cc1nc2c(cc1C(=O)N/N=C/c1ccc(O)c(O)c1)c(=O)n(C)c(=O)n2C as listed: POLB inh: 45µM*; ERG Ets-DNA blk: 3%; Apoferritin bind: 1%; LDHA block: 8; Pol kappa inh: -26%; Pol eta inh: ?; 12-LOX inh: 34%; RGS4 inhibitor: -25%; APE1 inh: 0%

# Following part
SMILES,POLB inh,ERG Ets-DNA blk,Apoferritin bind,LDHA block,Pol kappa inh,Pol eta inh,12-LOX inh,RGS4 inhibitor,APE1 inh
CCOc1ccc(-c2cc(C(=O)NCCCN3CCCC3)c3ccccc3n2)cc1,-15%,7%,3%,-2,6%,-22%,-26%,-7%[11.4 µM],84%[activator]
c1ccc(N2CCN(c3ncnc4scc(-c5cccs5)c34)CC2)cc1,-8%,-2%,-4%,-5,-21%,-10%,6%,9%,1%
COc1ccccc1NS(=O)(=O)c1cccc(NC(=O)c2cc3ccccc3oc2=O)c1,8%,2%,-16%,0,-2%,-9%,-23%,-15%,1%
COc1ccc(C(=O)CC(=O)c2ccc(F)cc2)cc1,.,8%,.,-1,-6%,-18%,?,16%,.
O=C(COc1ccc(F)cc1)Nc1nc2c(s1)CCCC2,2%,-2%,-22%,-4,-6%,-5%,0%,6%,-12%
NC(CSC(c1ccccc1)(c1ccccc1)c1ccccc1)C(=O)O (centres undefined),.,-9%,.,1,-19%,?,?,-50%,.
COc1ccc(-c2c(C#N)c(SCc3c(C)noc3C)nc3c2C(=O)CC(C)(C)C3)cc1,25%,4%,2%,-2,-12%,-6%,7%,-35%,13%
Cc1ccc(-c2cc(C(=O)NNC(=O)c3csc(N4CCOCC4)n3)c3ccccc3n2)cc1,.,10%,.,-10,-14%,-12%,0%,-16%,12%
Cc1ccc(C(=O)Oc2ccc(C(=S)N3CCOCC3)cc2)cc1,45%,1%,-9%,-7,-12%,6%,-11%,-5%,-4%
Cc1cccc(NC(=S)/N=C(\N)Nc2nc(C)c3cc(C)ccc3n2)c1,2%[57.1 µM],32%[activator],1%,0,4%,1%,40µM*,-46%,-6%
Cc1ccc(NC(=O)C(C)OC(=O)/C=C/c2ccccc2)cc1 (centres undefined),1%,6%,-21%,-2,-14%,-17%,i,22%,-6%
Cc1nc(SCC(=O)NCc2cccs2)nc(C)c1C,0%,-2%,-10%,-9,2%,-19%,-2%,-49%,?
COC(=O)/C(=C\Nc1cccc(Cl)c1C)c1ncc(C(F)(F)F)cc1Cl,23%,5%,-15%,-10,2%,-6%,0%,25%,-1%
CC(=O)c1cccc(NC(=O)CN2C(=O)c3ccccc3Sc3ncccc32)c1,15%,0%,-16%,3,-7%,7%,-29%,10%,.
O=C(Nc1ccc(-c2noc(-c3ccccc3F)n2)cc1)c1cccs1,28%,-4%,12%,-4,-14%,-10%,2%,-31%,15%
N/C(=N\OC(=O)CCCN1C(=O)c2ccccc2C1=O)c1ccccn1,49%,-8%,-4%,-13,3%,-3%,6%,9%,22%
CCc1ccc(/C=C2\SC(=S)N(CCC(=O)NC3=NCCS3)C2=O)cc1,-17%,.,-3%,.,.,.,-1%,.,9%
O=C(Nc1nc2ccccc2s1)C1=NN(c2ccccc2)C(=O)CC1,-17%,10%,-12%,4,1%,-5%,-1%,-24%,-4%
COc1ccc(-c2nnc(SCC(=O)N3CCOCC3)o2)cc1OC,12%,-1%,-7%,-5,23%,-8%,331%[activator],-9%,-2%
CCCCN(C(=O)CCCc1nc2ccccc2s1)c1c(N)n(CCCC)c(=O)[nH]c1=O,-22%,8%,-2%,-2,-6%,-17%,1%,-25%,28%
Fc1ccccc1CSc1nnnn1-c1ccc2c(c1)OCO2,16%,1%,2%,-2,-16%,-19%,-11%,-24%,-5%
Cc1ccc(Sc2c(C)nn(C(=O)COc3ccc(F)cc3)c2C)cc1,5%,3%,8%,-2,-4%,-11%,?,13%,.
CCOC(=O)N1CCN(C(=O)CCc2cc(OC)c(OC)c(OC)c2)CC1,38%,-8%,-13%,-4,-1%,-5%,-5%,20%,18%
CCN(CC)S(=O)(=O)c1ccc(C)c(NC(=O)COC(=O)[C@@H]2CCCN2C(=O)c2cccs2)c1,25%,4%,-16%,1,-8%,-16%,8%,-20%[56.9 µM],6%
Cc1cc(C)cc(Nc2ccc(C(=O)O)cc2N)c1,31%,-3%,3%,-1,-2%,-9%,?,?,4%

# Structures listed so far that bear a hit mark in 12-LOX inh:
structure	POLB inh	ERG Ets-DNA blk	Apoferritin bind	LDHA block	Pol kappa inh	Pol eta inh	12-LOX inh	RGS4 inhibitor
Cc1cccc(NC(=S)/N=C(\N)Nc2nc(C)c3cc(C)ccc3n2)c1	2%[57.1 µM]	32%[activator]	1%	0	4%	1%	40µM*	-46%
